RNase H inhibition = RNase H inhibition, HIV 1 Gag Pol polyprotein, FRET biochemical assay, screening (AID 372); 0.77% of 100,000 active; inhibition, % at 10 µM; hits with a dose series show IC50 in µM; HIV-1 RT RNase H, FRET RNA/DNA substrate fluorescence; higher % means a stronger effect; in the data active = inhibition above about 50%
* marks the source's active call; other numbers are inactive results. Only part of the results is shown, so the mix of outcomes need not match the whole.

What do the screens show for `CCC(=O)N1c2ccccc2NC2=C(C(=O)CC(c3ccc(OC)cc3)C2)C1c1ccccc1` (configuration not stated)?
RNase H inhibition: 27%

How did COC(=O)c1c(O)ccc(Oc2ccccc2)c1C(=O)OC do in these assays?
RNase H inhibition: 21%

How did COc1ccc(C2Nc3ccccc3NC3=C2C(=O)CC(c2ccccc2)C3)cc1OC (configuration not stated) do in these assays?
RNase H inhibition: 20%

How did COC(=O)c1ccc(NC(=O)c2cccc(Cl)c2Cl)cc1 do in these assays?
RNase H inhibition: 8%

What do the screens show for `CC(=O)C1=C(O)C(=O)N(CCO)C1c1ccc(Cl)cc1` (configuration not stated)?
RNase H inhibition: 16%

Results for Cc1ccnc(NC(=O)C2CCCCC2C(=O)O)c1 (configuration not stated) ?
RNase H inhibition: 0%

How did Cc1cc(C)n(C(=O)CNC(=O)c2ccc(Br)cc2)n1 do in these assays?
RNase H inhibition: 7%

How did C=CCc1c(C)[nH]c2ccc(C(=O)OCC)cc2c1=O do in these assays?
RNase H inhibition: 10%

What do the screens show for `Cc1occc1C(=O)O/N=C(\N)c1cccnc1`?
RNase H inhibition: 9%

What do the screens show for `Cc1ccc(-c2ccc(/C=N/N3C(=O)C4C(C3=O)C3C=CC4C34CC4)o2)c([N+](=O)[O-])c1` (configuration not stated)?
RNase H inhibition: 21%

Results for Cc1cc(C)cc(-n2c(C)cc(/C=C(\C#N)C(=O)Nc3ccc(F)cc3)c2C)c1 ?
RNase H inhibition: 0%

Results for Cc1ccc(C(=O)NN2C(=O)c3ccc(S(=O)(=O)c4ccc(C(=O)O)cc4)cc3C2=O)cc1 ?
RNase H inhibition: 0%

Results for Cc1ccccc1C=Nc1ccc(-c2ccc(N=Cc3ccccc3C)c(C)c2)cc1C ?
RNase H inhibition: 17%

How did Cc1cccc(NC(=O)/C(C#N)=C/c2ccc(-c3ccc([N+](=O)[O-])cc3Br)o2)c1 do in these assays?
RNase H inhibition: 1%

What do the screens show for `CN(C)c1ccc(/C=N/NC(=O)CN2CCSCC2)cc1`?
RNase H inhibition: 3%

What do the screens show for `O=C(Nc1ncc2c(n1)CC(c1ccccc1Cl)CC2=O)c1ccccc1` (configuration not stated)?
RNase H inhibition: 17%

Results for CCOc1ccc(N2C(=O)NC(=O)/C(=C\c3ccc(-c4ccc([N+](=O)[O-])cc4OC)o3)C2=O)cc1 ?
RNase H inhibition: 16%

What do the screens show for `COc1ccc(/C=C2/SC(=O)N(CNc3cc(C)ccc3C)C2=O)cc1OC`?
RNase H inhibition: 13%

What do the screens show for `OCc1cn(-c2ccccc2)nc1-c1ccc(-c2nn(-c3ccccc3)cc2CO)cc1`?
RNase H inhibition: 7%

What do the screens show for `COc1cc([N+](=O)[O-])cc(/C=C2\C(=O)NC(=O)N(c3ccc(Br)c(C)c3)C2=O)c1O`?
RNase H inhibition: 3%

Results for Cc1ccc2nc(-c3ccc(N=Cc4ccc(Cl)cc4Cl)cc3)sc2c1 ?
RNase H inhibition: 20%

Results for O=C(NCC1CCCO1)C(=O)Nc1ccc(F)cc1 (configuration not stated) ?
RNase H inhibition: 10%

What do the screens show for `O=C(NC(N1CCCCC1)C(Cl)(Cl)Cl)c1ccc(Br)cc1` (configuration not stated)?
RNase H inhibition: 5%

How did COc1ccc(OCC(=O)NCCCN2CCOCC2)cc1 do in these assays?
RNase H inhibition: 2%

How did Cc1ccc(NC(=O)CN(c2ccc(Cl)cc2)S(C)(=O)=O)cc1 do in these assays?
RNase H inhibition: 0%

What do the screens show for `O=C(Nc1ccc(-c2nc3ccccc3o2)c(O)c1)c1cccnc1`?
RNase H inhibition: 30%

Results for Cc1cc(C)cc(N2C(=O)c3ccccc3C2=O)c1 ?
RNase H inhibition: 6%

What do the screens show for `Fc1ccc(-c2ccc(C(=S)N3CCN(c4ccccc4)CC3)o2)cc1`?
RNase H inhibition: 23%

How did COc1cc(C=O)cc(I)c1OCc1ccc(Cl)c(Cl)c1 do in these assays?
RNase H inhibition: 29%

Results for Cc1ccc(OCCOc2ccc(Cl)cc2C=C2C(=O)NC(=S)NC2=O)cc1 ?
RNase H inhibition: 12%

How did N#CSCCCCOc1ccc(I)cc1 do in these assays?
RNase H inhibition: 0%

How did CC1CCc2sc(NC(=O)c3ccc(Br)o3)c(C#N)c2C1 (configuration not stated) do in these assays?
RNase H inhibition: 15%

How did CN=C(C)C1=C(O)C(C(=O)OC)C(C)(C)CC1=O (configuration not stated) do in these assays?
RNase H inhibition: 1%

What do the screens show for `COc1cc([N+](=O)[O-])c(C)cc1NC(C)=O`?
RNase H inhibition: 18%

What do the screens show for `COc1cc(/C=N/N2C(=O)c3ccccc3C2=O)c([N+](=O)[O-])cc1OC`?
RNase H inhibition: 7%

What do the screens show for `COc1cc(OC)cc(C(=O)Nc2ccc(I)cc2Cl)c1`?
RNase H inhibition: 6%

What do the screens show for `COCCOC(=O)C1=C(C)NC2=C(C(=O)CCC2)C1c1cccc(Cl)c1Cl` (configuration not stated)?
RNase H inhibition: 5%

How did Cc1ccn2c(C(=O)N/N=C\c3ccc4c(c3)OCO4)c(C)nc2c1 do in these assays?
RNase H inhibition: 6%

Results for O=C(Oc1ccccc1Cn1c2ccccc2c2cc(Cl)ccc21)c1ccccc1 ?
RNase H inhibition: 3%

How did CCOC(=O)CNC(=O)c1cc(-c2ccc(Cl)c(Cl)c2)nc2ccccc12 do in these assays?
RNase H inhibition: 1%

What do the screens show for `COc1ccccc1NS(=O)(=O)c1ccc(Br)c(C(=O)Nc2ccccc2)c1`?
RNase H inhibition: 8%

What do the screens show for `CC(Oc1ccc(OCc2ccccc2)cc1)C(=O)N/N=C/c1c(Cl)cccc1Cl` (configuration not stated)?
RNase H inhibition: 0%

How did CCOc1cc(/C=C2\SC(=S)N(C)C2=O)ccc1OCCOc1ccccc1Cl do in these assays?
RNase H inhibition: 8%

What do the screens show for `O=C(CN(Cc1ccccc1)S(=O)(=O)c1ccccc1)NCc1ccco1`?
RNase H inhibition: 9%

Results for O=C1CC(N2CCN(c3cccc(Cl)c3)CC2)C(=O)N1c1ccc(Br)cc1 (configuration not stated) ?
RNase H inhibition: 15%

How did O=C1S/C(=C/c2ccc(I)cc2)C(=O)N1CN1CCCCC1 do in these assays?
RNase H inhibition: 3%

Results for CC(=O)C1=C(O)C(=O)N(c2ccc(F)cc2)C1c1ccc(Cl)cc1 (configuration not stated) ?
RNase H inhibition: 2%

Results for COC(=O)COc1ccc(/C=C(/C#N)C(=O)Nc2cccc(C)c2)cc1OC ?
RNase H inhibition: 13%

What do the screens show for `CCSc1nc2c(cc1C#N)CCCC2`?
RNase H inhibition: 14%

How did C=CCOc1ccc(/C=C2\SC(=O)N(c3ccccc3)C2=O)cc1OCC do in these assays?
RNase H inhibition: 24%

What do the screens show for `CC1CC(C)(C)Nc2ccc(OC(=O)c3cc([N+](=O)[O-])ccc3Cl)cc21` (configuration not stated)?
RNase H inhibition: 14%

What do the screens show for `COc1cc(OC)cc(C(=O)Nc2ccc(Oc3ccc(Cl)cc3)cc2)c1`?
RNase H inhibition: 17%

What do the screens show for `Cn1c(=O)c2c(ncn2CC(=O)N2CCN(c3ccc([N+](=O)[O-])cc3)CC2)n(C)c1=O`?
RNase H inhibition: 5%

How did COc1ccc(N(CC(=O)NCc2ccccc2C)S(=O)(=O)c2ccc(C)c([N+](=O)[O-])c2)cc1 do in these assays?
RNase H inhibition: 5%

How did CCc1ccc2oc(-c3cccc(NC(=O)c4cccc(C)c4)c3)nc2c1 do in these assays?
RNase H inhibition: 6%

What do the screens show for `CC(/C=N/NC(=O)c1cc(-c2ccccc2)n[nH]1)=C\c1ccccc1`?
RNase H inhibition: 27%

What do the screens show for `C/C(=N\Nc1nc(C)cc(=O)[nH]1)c1ccc(F)cc1`?
RNase H inhibition: 0%

How did Cc1ccc(N2C(=O)C(=O)/C(=C(/O)c3ccccc3)C2c2ccc(O)cc2)cc1Cl (configuration not stated) do in these assays?
RNase H inhibition: 8%

What do the screens show for `Cc1cc(C)c2oc(-c3cccc(NC(=S)NC(=O)c4cccc(Br)c4)c3C)nc2c1`?
RNase H inhibition: 12%

Results for O=C(Nc1ccccc1F)c1cc(-c2ccccc2)nc2ccccc12 ?
RNase H inhibition: 6%

How did COc1ccc(NC2=C(Cl)C(=O)N(c3ccccc3Cl)C2=O)c(OC)c1 do in these assays?
RNase H inhibition: 7%

How did O=C(Nc1cccc(C(F)(F)F)c1)c1cccc(C(=O)Nc2cccc(C(F)(F)F)c2)c1 do in these assays?
RNase H inhibition: 0%

How did CC(=O)NN1C(=O)/C(=C/c2cccc(O)c2)SC1=S do in these assays?
RNase H inhibition: 0%

What do the screens show for `CC(=O)Oc1ccc2c(C)c(C)c(=O)oc2c1C`?
RNase H inhibition: 0%

How did Cc1cc(C)cc(OCC(=O)Nc2cc(-c3nc4ccc(C)cc4o3)ccc2C)c1 do in these assays?
RNase H inhibition: 43%

What do the screens show for `COc1ccc(/C=N/NC(=O)c2cccc(F)c2)cc1`?
RNase H inhibition: 0%

Results for CCN(CC)c1ccc(NC(=O)c2cc(I)ccc2Cl)cc1 ?
RNase H inhibition: 27%

What do the screens show for `O=C(CCN1C(=O)/C(=C/c2cccs2)SC1=S)Nc1ccccc1O`?
RNase H inhibition: 7%

How did O=C(Nc1ccc(C(F)(F)F)cc1)c1ccc2c(c1)C(=O)N(CC1CCCO1)C2=O (configuration not stated) do in these assays?
RNase H inhibition: 10%

What do the screens show for `O=C(NC1CCCCCC1)C1CCN(Cc2ccccc2F)CC1`?
RNase H inhibition: 0%

Results for O=C(Nc1cc(Cl)cc(Cl)c1)c1cccs1 ?
RNase H inhibition: 0%

What do the screens show for `O=c1c(Cl)c(O)c2cccc3c4ccccc4n1c23`?
RNase H inhibition: 7%

How did CC1=CC(C)(C)N(C(=O)Nc2ccc(Cl)cc2)c2ccc(OC(=O)Nc3ccc(Cl)cc3)cc21 do in these assays?
RNase H inhibition: 5%

What do the screens show for `O=C(Nc1cc(Oc2ccccc2)cc([N+](=O)[O-])c1)c1ccco1`?
RNase H inhibition: 5%

How did CC(C)CN1C(=O)/C(=C/c2ccc(F)cc2)SC1=S do in these assays?
RNase H inhibition: 0%

How did Cc1ccc(C(=O)Nc2ccc3c(c2)OCO3)o1 do in these assays?
RNase H inhibition: 7%

What do the screens show for `CCOC(=O)c1c(-c2ccccc2)oc2ccc(OC(=O)C(C)(C)C)cc12`?
RNase H inhibition: 0%

What do the screens show for `O=C(Nc1cccc(Cl)c1)c1cccc(NC(=S)Nc2ccccc2)c1`?
RNase H inhibition: 13%

What do the screens show for `CCOc1cc(C(=O)Nc2cccc(NC(=O)c3ccco3)c2)cc(OCC)c1OCC`?
RNase H inhibition: 16%

How did O=C(Nc1ccc(S(=O)(=O)N2CCOCC2)cc1)c1ccccc1Cl do in these assays?
RNase H inhibition: 0%

How did COc1ccc(/C=C2/C=C(c3ccccc3)OC2=O)cc1 do in these assays?
RNase H inhibition: 15%

Results for CCn1c(NC(=O)C2CCCCC2)nc2ccccc21 ?
RNase H inhibition: 6%

Results for CCOC(=O)C(CC)(CC)C(=O)/C=C/c1ccc(Br)cc1 ?
RNase H inhibition: 12%

What do the screens show for `Cc1[nH]n(-c2ccc([N+](=O)[O-])cc2)c(=O)c1C=NCCc1ccc(S(N)(=O)=O)cc1`?
RNase H inhibition: 4%

What do the screens show for `CCOC(=O)c1c(-c2ccccc2)csc1NC(=O)C(C)C`?
RNase H inhibition: 15%

What do the screens show for `COC(=O)C1=C(C)N(Cc2ccccc2)C(=O)/C1=C\c1c(Cl)cccc1Cl`?
RNase H inhibition: 47%

Results for CC[n+]1c(/C=C/C=C/C=C/Nc2ccccc2C)sc2ccccc21 ?
RNase H inhibition: 22%

Results for COc1ccccc1/C=N/Nc1cc(N2CCOCC2)ncn1 ?
RNase H inhibition: 15%

What do the screens show for `O=C(/C=C/c1cccc([N+](=O)[O-])c1)Nc1cc(Cl)ccc1Cl`?
RNase H inhibition: 30%

How did COc1ccc(C2Nc3ccccc3C(=O)N2Cc2ccccc2)cc1Cn1nc(C)c(Br)c1C (configuration not stated) do in these assays?
RNase H inhibition: 19%

Results for O=C(CN1C2=NCCN2c2ccccc21)c1ccc(Br)s1 ?
RNase H inhibition: 2%

How did CC(C)c1ccc(NC2=NS(=O)(=O)c3cc([N+](=O)[O-])ccc32)cc1 do in these assays?
RNase H inhibition: 16%

How did O=C(CCN1C(=O)S/C(=C\c2ccc(Cl)cc2)C1=O)Nc1ccccc1 do in these assays?
RNase H inhibition: 22%

Results for S=C(c1ccccc1)N1CCN(C(=S)c2ccccc2)CC1 ?
RNase H inhibition: 2%

Results for O=C(c1ccccc1O)N1N=C(C(F)(F)F)CC1(O)c1ccc(Cl)cc1 (configuration not stated) ?
RNase H inhibition: 11%

What do the screens show for `COc1ccc(/C=N/NC(=O)c2nc(-c3ccccc3)cc(-c3ccccc3)n2)c(OC)c1`?
RNase H inhibition: 3%

What do the screens show for `Cc1[nH]n(-c2ccc(Cl)cc2)c(=O)c1/C=N/NC(=O)c1cccc([N+](=O)[O-])c1`?
RNase H inhibition: 2%

Structures listed so far that contain a furan ring, fused or not (11):
What do the screens show for `Cc1occc1C(=O)O/N=C(\N)c1cccnc1`?
RNase H inhibition: 9%

What do the screens show for `Cc1ccc(-c2ccc(/C=N/N3C(=O)C4C(C3=O)C3C=CC4C34CC4)o2)c([N+](=O)[O-])c1` (configuration not stated)?
RNase H inhibition: 21%

How did Cc1cccc(NC(=O)/C(C#N)=C/c2ccc(-c3ccc([N+](=O)[O-])cc3Br)o2)c1 do in these assays?
RNase H inhibition: 1%

Results for CCOc1ccc(N2C(=O)NC(=O)/C(=C\c3ccc(-c4ccc([N+](=O)[O-])cc4OC)o3)C2=O)cc1 ?
RNase H inhibition: 16%

What do the screens show for `Fc1ccc(-c2ccc(C(=S)N3CCN(c4ccccc4)CC3)o2)cc1`?
RNase H inhibition: 23%

How did CC1CCc2sc(NC(=O)c3ccc(Br)o3)c(C#N)c2C1 (configuration not stated) do in these assays?
RNase H inhibition: 15%

What do the screens show for `O=C(CN(Cc1ccccc1)S(=O)(=O)c1ccccc1)NCc1ccco1`?
RNase H inhibition: 9%

What do the screens show for `O=C(Nc1cc(Oc2ccccc2)cc([N+](=O)[O-])c1)c1ccco1`?
RNase H inhibition: 5%

How did Cc1ccc(C(=O)Nc2ccc3c(c2)OCO3)o1 do in these assays?
RNase H inhibition: 7%

What do the screens show for `CCOC(=O)c1c(-c2ccccc2)oc2ccc(OC(=O)C(C)(C)C)cc12`?
RNase H inhibition: 0%

What do the screens show for `CCOc1cc(C(=O)Nc2cccc(NC(=O)c3ccco3)c2)cc(OCC)c1OCC`?
RNase H inhibition: 16%
